RGS4-Gao reg: modulators of RGS4 binding to Galphao, primary screen, biochemical, multiplexed bead flow cytometry; Guanine nucleotide-binding protein G(o) subunit alpha (Homo sapiens), P09471; actives lie on both sides; binding response (% of control), % at 10 µM; actives 0.33% (n = 220,000); AID 1415, 2008; in the data active = binding response below about 49% or above about 150%; inactive = in between;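 also: fluorescent Galphao activated with aluminum fluoride binding bead-coupled RGS4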
Target sequence (P09471 whole entry, looked up): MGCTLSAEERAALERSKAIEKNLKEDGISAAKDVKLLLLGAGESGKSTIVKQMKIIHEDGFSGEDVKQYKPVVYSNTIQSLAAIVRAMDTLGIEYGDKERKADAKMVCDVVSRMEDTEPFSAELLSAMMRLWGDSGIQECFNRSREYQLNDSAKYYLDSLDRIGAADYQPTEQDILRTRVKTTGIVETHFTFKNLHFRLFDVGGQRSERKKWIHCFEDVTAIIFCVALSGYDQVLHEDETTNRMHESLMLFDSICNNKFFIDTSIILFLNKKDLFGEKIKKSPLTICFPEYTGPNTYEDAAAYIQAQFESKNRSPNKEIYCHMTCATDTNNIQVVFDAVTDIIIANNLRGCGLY
Avidin bead fluor: green autofluorescence of compounds with avidin beads – biophysical, 488/530 nm, flow cytometry, artefact control, profiling panel. compound fluorescence 488/530 nm; active compounds read high. fluorescence (KMESF) at 10 µM. actives 0.38% (n = 220,000); in the data active = fluorescence above about 47; also: inactives centre near 10
RGS7-Gao reg: RGS7-Galphao binding modulators, primary screen, biochemical, multiplexed bead flow cytometry | binding response (% of control), % at 10 µM | AID 1439, 2008 | actives lie on both sides | actives 0.35% (n = 220,000) | Guanine nucleotide-binding protein G(o) subunit alpha (Homo sapiens), P09471; in the data active = binding response below about 49% or above about 150%; inconclusive = no clear call, values can overlap the other calls; inactive = in between;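 also: fluorescent Galphao held in activated GDP-AlF4 state binding bead-coupled RGS7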
Starred values were filed as active, the others as inactive. Not all compounds are listed, so the mix of outcomes need not match the whole.

Screening CN1CCN(S(=O)(=O)c2cccc(C(=O)Nc3nccs3)c2)CC1 returned RGS4-Gao reg 103, Avidin bead fluor 3 and RGS7-Gao reg inconclusive.
COc1ccccc1C(=O)Nc1ccc(S(=O)(=O)N2CCCCC2c2cccnc2)cc1 (configuration not stated) was read as RGS4-Gao reg 99, Avidin bead fluor 6 and RGS7-Gao reg inconclusive.
O=C(Cn1c(=O)oc2cccnc21)Nc1ccccc1Oc1ccc(Cl)cc1Cl was read as RGS4-Gao reg 109, Avidin bead fluor 6 and RGS7-Gao reg inconclusive.
`O=C1N[C@@H](Cc2ccccc2)[C@@H](c2ccco2)O1` gave RGS4-Gao reg 93, Avidin bead fluor 9 and RGS7-Gao reg inconclusive.
`O=c1oc2c(-c3ccc([N+](=O)[O-])cc3)cc(O)cc2s1` gave RGS4-Gao reg 103, Avidin bead fluor 6 and RGS7-Gao reg inconclusive.
`COc1cc(CN=Cc2c(O)n(Cc3ccccc3)c(=S)[nH]c2=O)cc(OC)c1` gave RGS4-Gao reg 93, Avidin bead fluor 7 and RGS7-Gao reg inconclusive.
For O=Cc1c(-c2ccccc2)nc2ccccn12 the results were RGS4-Gao reg 82 and Avidin bead fluor 5.
Cc1ccc2cc(NC(=O)c3cccc(F)c3)ccc2n1 was read as RGS4-Gao reg 91, Avidin bead fluor 7 and RGS7-Gao reg inconclusive.
Screening Cc1ccc(CCNC(=O)C2CC(c3ccccc3C(F)(F)F)=NO2)cc1 (configuration not stated) returned RGS4-Gao reg 95, Avidin bead fluor 13 and RGS7-Gao reg inconclusive.
CCn1c(=O)c([N+](=O)[O-])c(NCC2CCCO2)c2ccccc21 (configuration not stated) was read as RGS4-Gao reg 93, Avidin bead fluor 4 and RGS7-Gao reg inconclusive.
Screening Cc1ccc(NC(=O)c2nc[nH]c2C(=O)N[C@@H](CCCCNC(=O)OC(C)(C)C)C(=O)OC(C)(C)C)cc1 returned RGS4-Gao reg 101, Avidin bead fluor 10 and RGS7-Gao reg inconclusive.
`C=CCNC(=S)N1CC2(C)CN(C(=S)NCC=C)CC(C)(C1)C2=O` gave RGS4-Gao reg 99 and Avidin bead fluor 7.
COc1ccc(C(CC(=O)NCc2ccccc2)C(C)C)cc1 (configuration not stated) was read as RGS4-Gao reg 100, Avidin bead fluor 5 and RGS7-Gao reg inconclusive.
COc1cc(/C=N\NC(=O)c2ccc(Cl)cc2)ccc1Oc1ccc([N+](=O)[O-])cn1 was read as RGS4-Gao reg 115, Avidin bead fluor 6 and RGS7-Gao reg inconclusive.
Screening CCOC(=O)C1(CCCc2ccccc2)CCN(C(=O)COC)CC1 returned RGS4-Gao reg 100, Avidin bead fluor 5 and RGS7-Gao reg inconclusive.
`Cn1nc(-c2ccc(Cl)cc2)cc1NC(=O)Nc1ccccc1` gave RGS4-Gao reg 95, Avidin bead fluor 6 and RGS7-Gao reg inconclusive.
Screening CCCCCCCc1nc2sc3c(c2c(=O)n1N)CC(C)(C)OC3 returned RGS4-Gao reg 101, Avidin bead fluor 8 and RGS7-Gao reg inconclusive.
For C=CCCN([C@@H](C)C(=O)OC)S(=O)(=O)c1ccccc1Br the results were RGS4-Gao reg 102, Avidin bead fluor 15 and RGS7-Gao reg inconclusive.
Screening Clc1ccccc1CNc1nc2ccccc2n2cnnc12 returned RGS4-Gao reg 101, Avidin bead fluor 5 and RGS7-Gao reg inconclusive.
CC(OC(=O)CN1C(=O)C2C3C=CC(C4CC34)C2C1=O)C(=O)c1ccccc1 (configuration not stated) was read as RGS4-Gao reg 87, Avidin bead fluor 7 and RGS7-Gao reg inconclusive.
CCOC(=O)c1c(NC(=O)c2ccno2)c2cc([N+](=O)[O-])ccc2n1C was read as RGS4-Gao reg 102, Avidin bead fluor 6 and RGS7-Gao reg inconclusive.
Screening COC(=O)c1ccc(C23CC4(C2)[C@H](CN(Cc2ccc(-c5ccccc5)cc2)[C@@H]4c2ccccc2)C3c2ccc(C(F)(F)F)cc2)cc1 (some centres not stated) returned RGS4-Gao reg 103, Avidin bead fluor 9 and RGS7-Gao reg inconclusive.
`O=S(=O)(NC(=S)Nc1ccccc1)c1ccc(F)cc1` gave RGS4-Gao reg 103, Avidin bead fluor 5 and RGS7-Gao reg inconclusive.
Screening O=C(O)c1ccc(/C=N/NC(=O)c2ccc(NS(=O)(=O)c3cccs3)cc2)cc1 returned RGS4-Gao reg 102, Avidin bead fluor 10 and RGS7-Gao reg inconclusive.
For O=C(Nc1cccc(S(=O)(=O)NC2=NCCC2)c1)C1CCCCC1 the results were RGS4-Gao reg 98, Avidin bead fluor 5 and RGS7-Gao reg inconclusive.
For COc1cccc(C2C3=C(N=c4s/c(=C\c5ccc(OCC(=O)O)cc5)c(=O)n42)c2ccccc2CC3)c1 (configuration not stated) the results were RGS4-Gao reg 87, Avidin bead fluor 6 and RGS7-Gao reg inconclusive.
Screening CCOC(=O)CC(=O)CSc1nccc(-c2cccnc2)n1 returned RGS4-Gao reg 101, Avidin bead fluor 7 and RGS7-Gao reg inconclusive.
Screening Cc1cc2nc3c(=O)n(CCc4ccccc4)c(=O)[nH]c3nc2cc1N returned RGS4-Gao reg 103, Avidin bead fluor 7 and RGS7-Gao reg inconclusive.
O=C(Oc1ccccc1C(=O)N1CCOCC1)c1ccc(F)cc1 was read as RGS4-Gao reg 111, Avidin bead fluor 5 and RGS7-Gao reg inconclusive.
For O=S(=O)(c1cccc(-c2n[nH]c(=S)o2)c1)N1CCOCC1 the results were RGS4-Gao reg 97, Avidin bead fluor 3 and RGS7-Gao reg inconclusive.
`Cc1ccc(-c2nc3ccccc3nc2NN)cc1` gave RGS4-Gao reg 102, Avidin bead fluor 7 and RGS7-Gao reg inconclusive.
For Cc1nn(-c2ccccc2)c(N)c1C1(O)C(=O)Nc2ccc([N+](=O)[O-])cc21 (configuration not stated) the results were RGS4-Gao reg 100, Avidin bead fluor 9 and RGS7-Gao reg inconclusive.
Cc1ccc(-n2c(SCC(=O)N/N=C/c3ccccc3C(=O)O)nnc2-c2ccc(Cl)cc2)cc1 was read as RGS4-Gao reg 98, Avidin bead fluor 11 and RGS7-Gao reg inconclusive.
For COc1cc(/C=C2\S/C(=N/S(=O)(=O)Cc3ccccc3)NC2=O)c([N+](=O)[O-])cc1OC the results were RGS4-Gao reg 101, Avidin bead fluor 6 and RGS7-Gao reg inconclusive.
Screening O=C(/C=C/c1ccccn1)c1cc(Cl)cc(Cl)c1O returned RGS4-Gao reg 96, Avidin bead fluor 8 and RGS7-Gao reg inconclusive.
Screening O=C(CN1CCN(c2ccc([N+](=O)[O-])cc2Cl)CC1)N1CCOCC1 returned RGS4-Gao reg 99, Avidin bead fluor 7 and RGS7-Gao reg inconclusive.
For Cc1ccc(C(=O)NC2=NCCS2)cc1 the results were RGS4-Gao reg 94, Avidin bead fluor 9 and RGS7-Gao reg inconclusive.
`COCCNC(=O)C1CC(c2cccc(F)c2)=NO1` (configuration not stated) gave RGS4-Gao reg 114, Avidin bead fluor 8 and RGS7-Gao reg inconclusive.
Screening C/C(=N/NC(=O)CNC(=O)COc1cccc(C)c1)c1ccco1 returned RGS4-Gao reg 98, Avidin bead fluor 9 and RGS7-Gao reg inconclusive.
For Cc1ccccc1-c1noc(CCC(=O)NCc2ccco2)n1 the results were RGS4-Gao reg 89, Avidin bead fluor 4 and RGS7-Gao reg inconclusive.
For CCN(CC)C(=O)COc1ccc(N(C)S(=O)(=O)c2ccc(NC(C)=O)cc2)cc1 the results were RGS4-Gao reg 88, Avidin bead fluor 5 and RGS7-Gao reg inconclusive.
`C[C@@H]1CC=C[C@H]2[C@H]1C(=O)N(Cc1ccccc1)[C@H]2c1ccc(-c2ccoc2)cc1F` gave RGS4-Gao reg 94, Avidin bead fluor 6 and RGS7-Gao reg inconclusive.
For Cc1ccc(CN2C(=O)CSC2c2cccnc2)cc1 (configuration not stated) the results were RGS4-Gao reg 106, Avidin bead fluor 4 and RGS7-Gao reg inconclusive.
Screening O=c1nc(N/N=C/C=C/c2ccccc2)cn[nH]1 returned RGS4-Gao reg 87, Avidin bead fluor 6 and RGS7-Gao reg inconclusive.
`COc1ccc(C2c3ccc(O)cc3Oc3ncn(Cc4ccco4)c(=N)c32)cc1` (configuration not stated) gave RGS4-Gao reg 98, Avidin bead fluor 3 and RGS7-Gao reg inconclusive.
`COC(=O)/C=C(\C)N=Nc1c(O)[nH]c2ccccc12` gave RGS4-Gao reg 98, Avidin bead fluor 4 and RGS7-Gao reg inconclusive.
`COc1ccc2c(c1)c(/C=N/Nc1ccc(C(=O)O)cc1)c(C)n2C` gave RGS4-Gao reg 99, Avidin bead fluor 8 and RGS7-Gao reg inconclusive.
CCN(CC)C(=O)CC(c1ccc2c(c1)OCO2)c1c(OC)cc(OC)c2ccc(=O)oc12 (configuration not stated) was read as RGS4-Gao reg 97, Avidin bead fluor 10 and RGS7-Gao reg inconclusive.
For Cc1cc(NC(=O)c2cccs2)no1 the results were RGS4-Gao reg 101, Avidin bead fluor 9 and RGS7-Gao reg inconclusive.
`NC(=O)[C@H]1CC2(CC(c3cccc(NC(=O)COc4ccc(Cl)cc4)c3)=NO2)CN1C(=O)c1ccccc1C(=O)c1ccccc1` (some centres not stated) gave RGS4-Gao reg 88, Avidin bead fluor 11 and RGS7-Gao reg inconclusive.

6 records drawn at random from those above, as already listed:
`O=C1N[C@@H](Cc2ccccc2)[C@@H](c2ccco2)O1` gave RGS4-Gao reg 93, Avidin bead fluor 9 and RGS7-Gao reg inconclusive.
For O=Cc1c(-c2ccccc2)nc2ccccn12 the results were RGS4-Gao reg 82 and Avidin bead fluor 5.
`COc1ccc2c(c1)c(/C=N/Nc1ccc(C(=O)O)cc1)c(C)n2C` gave RGS4-Gao reg 99, Avidin bead fluor 8 and RGS7-Gao reg inconclusive.
O=C(Oc1ccccc1C(=O)N1CCOCC1)c1ccc(F)cc1 was read as RGS4-Gao reg 111, Avidin bead fluor 5 and RGS7-Gao reg inconclusive.
For O=S(=O)(c1cccc(-c2n[nH]c(=S)o2)c1)N1CCOCC1 the results were RGS4-Gao reg 97, Avidin bead fluor 3 and RGS7-Gao reg inconclusive.
For COc1cc(/C=C2\S/C(=N/S(=O)(=O)Cc3ccccc3)NC2=O)c([N+](=O)[O-])cc1OC the results were RGS4-Gao reg 101, Avidin bead fluor 6 and RGS7-Gao reg inconclusive.

Next compounds:
`CCOc1ccc(C(=O)Nc2nc(C)c(C(=O)OC)s2)cc1` gave RGS4-Gao reg 95, Avidin bead fluor 8 and RGS7-Gao reg inconclusive.
Cn1cccc1/C=N/NC(=O)CSc1nc2ccccc2n1C was read as RGS4-Gao reg 102, Avidin bead fluor 9 and RGS7-Gao reg inconclusive.
For CC(C)(C)NC(=O)NCCc1ccccc1 the results were RGS4-Gao reg 103, Avidin bead fluor 9 and RGS7-Gao reg inconclusive.
For COc1ccc(N/C=C2\C(=O)CCc3c2oc2cc(Cl)c(O)c(Cl)c32)cc1 the results were RGS4-Gao reg 97, Avidin bead fluor 6 and RGS7-Gao reg inconclusive.
`CCCCn1c(CCC(=O)O)nc2cc(S(=O)(=O)N(CC)CC)ccc21` gave RGS4-Gao reg 95, Avidin bead fluor 8 and RGS7-Gao reg inconclusive.
`COc1ccccc1-c1cc2nc(C)c(CCC(=O)NCc3ccc(F)cc3)c(C)n2n1` gave RGS4-Gao reg 99, Avidin bead fluor 7 and RGS7-Gao reg inconclusive.
`FC(F)(F)c1ccnc(NCc2ccco2)n1` gave RGS4-Gao reg 103, Avidin bead fluor 7 and RGS7-Gao reg inconclusive.
S=C1NC2(CCS1)Oc1ccccc1C1CC(c3ccccc3)=NN12 (configuration not stated) was read as RGS4-Gao reg 100, Avidin bead fluor 7 and RGS7-Gao reg inconclusive.
Cc1ccc(S(=O)(=O)NCCN2CCNC2=O)cc1 was read as RGS4-Gao reg 96, Avidin bead fluor 5 and RGS7-Gao reg inconclusive.
CCOC(=O)c1ccc2nc(C)c(C)nc2c1 was read as RGS4-Gao reg 102, Avidin bead fluor 7 and RGS7-Gao reg inconclusive.
For CCOC(=O)C1CCCN(/C=C2\SC(=S)N(CC)C2=O)C1 (configuration not stated) the results were RGS4-Gao reg 98, Avidin bead fluor 7 and RGS7-Gao reg inconclusive.
For Cc1cc(-n2cnc(-c3cn[nH]c3C)n2)no1 the results were RGS4-Gao reg 97, Avidin bead fluor 8 and RGS7-Gao reg inconclusive.
Screening CCN1CCOC(CC(=O)Nc2cccc([N+](=O)[O-])c2)C1=O (configuration not stated) returned RGS4-Gao reg 104, Avidin bead fluor 6 and RGS7-Gao reg inconclusive.
For COc1ccc(NC(=O)Nc2nnc(CC(=O)Nc3ccccc3)s2)cc1 the results were RGS4-Gao reg 99, Avidin bead fluor 12 and RGS7-Gao reg inconclusive.
CC(C)C[C@H](NC(=O)N1CCCCCC1)C(=O)O was read as RGS4-Gao reg 96, Avidin bead fluor 4 and RGS7-Gao reg inconclusive.
CCOc1ccccc1N1CCN(Cc2cnc(-c3ccccc3)[nH]2)CC1 was read as RGS4-Gao reg 99, Avidin bead fluor 8 and RGS7-Gao reg inconclusive.
Screening O=c1[nH]oc2cc(Cl)ccc12 returned RGS4-Gao reg 99, Avidin bead fluor 3 and RGS7-Gao reg inconclusive.
`CC#CCN1c2ccccc2[C@]23C[C@@H](C(=O)OC)N(C(C)=O)C2=NC(C(=O)OC)=C(C(=O)OC)[C@H]13` gave RGS4-Gao reg 99, Avidin bead fluor 9 and RGS7-Gao reg inconclusive.
Cc1cccc(N(Cc2cc3cc(C)ccc3[nH]c2=O)C(=O)c2cccs2)c1 was read as RGS4-Gao reg 100, Avidin bead fluor 8 and RGS7-Gao reg inconclusive.

Compound activity: PubChem, NMMLSC
